Screens as filed in PubChem.
HT1080-NT tox: kills 2HG-producing HT-1080-NT fibrosarcoma cells. HT-1080-NT fibrosarcoma viability, CellTiter-Glo ATP luminescence, 48 h. Potency, µM (series often up to 46.1 µM), without a hit: top-dose activity, negative = less viability, hits mostly cytotoxic. 1.6% of 360,000 active;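 note: NT is the 2HG producing partner of a matched IDH1 knockdown line; potency is the fitted concentration of half-maximal effect; 0% = DMSO-treated cells and -100% = media-only wells without cells; nearly all actives have a fitted effect of over 55% in size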
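750 cells/well, RPMI + 5% FBS; 2 h settle, compound pin-transfer, 48 h at 37 degrees C. CellTiter-Glo 10 min RT, luminescence. Normalized to DMSO and media-only wells.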
KB-3-1 tox: kills parental KB-3-1 adenocarcinoma cells. 1.4% of 400,000 active. Potency, µM (doses to about 46.1 µM), for the others: at the top dose activity change, negative = cytotoxic, most hits filed as cytotoxic. KB-3-1 viability, CellTiter-Glo ATP luminescence, 72 h; note: potency is the fitted concentration of half-maximal effect; % is set by controls: 0 for no effect and ±100 for the full control effect; nearly all actives have a fitted effect of over 60% in size
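Luminescent ATP read-out (CellTiter-Glo) measures survival of drug-naive KB-3-1 cells after 72 h compound exposure at 37 °C. Titration series was screened from lowest to highest concentration, with DMSO vehicle plates as background controls.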
SW480 rereplic: induces DNA re-replication in SW480 colon adenocarcinoma cells; Potency, µM (series often up to 46.1 µM), inactives show at the highest dose re-replication activation, usual class: activators; AID 624297; SW480 DNA re-replication, Hoechst DNA content imaging, 48 h; 1.8% of 340,000 active; note: potency is the fitted concentration of half-maximal effect; % of control where 0% means no effect; nearly all actives have a fitted effect of over 55% in size
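Hoechst fluorescence of nuclei (405 nm excitation, 500-530 nm emission) measured by plate-scanning imager after 48 hr compound exposure at 37 C; re-replication scored as increased number of nuclei with elevated intensity.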
HepG2 viability: counter-screen for TGF-b inhibitors: cytotoxicity in HepG2 cells; HepG2 CAGA-GFP viability, ATP luminescence, 18 h; Potency, µM (highest dose often 46.1 µM), for the others: top-dose activity change, negative = cytotoxicity, hits mostly cytotoxic; 0.76% of 410,000 active; AID 588856; note: potency is the fitted concentration of half-maximal effect; some results filed as inactive show a strong effect at the top dose
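HepG2 CAGA-GFP cells (1000/well, DMEM with 1% FBS) received compound, then TGF-beta at 500 pg/mL final, and were incubated 18 hours at 37 degrees C. Viability was read by CellTiter-Glo luminescence. Media-only wells were set as complete cell-killing and DMSO as no toxicity.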
HT1080 IDH1KD tx: kills HT-1080 cells with IDH1 knockdown. HT-1080 IDH1 knockdown viability, ATP luminescence, 48 h. Potency, µM (doses to about 46.1 µM), for the others: at the highest dose activity, negative = toxicity, usual class: cytotoxic. 2% of 360,000 active. AID 686971;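 note: potency is the fitted concentration of half-maximal effect; 0% = DMSO wells and -100% = cell-free medium wells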
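In this qHTS, HT-1080 cells depleted of IDH1 are exposed for 48 h at 37 °C to compound titrations. Toxicity is scored from CellTiter-Glo luminescence, with DMSO as full viability and medium alone as none.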
S2 tox: viability counter-screen for ATXN expression inhibitors. S2 cells (HEK-293 line with an ATXN2-luciferase reporter) viability, CellTiter-Fluor protease fluorescence, 24 h. Potency, µM (titrated, usually from 56.7 µM), hits mostly cytotoxic. 0.49% of 400,000 active. AID 651635; note: potency is the fitted concentration of half-maximal effect; nearly all actives have a fitted effect of over 40% in size
ATXN2 expr inh: ATXN2 expression inhibition. 0.72% of 360,000 active. Potency, µM (highest dose often 57 µM), for the others: top-dose activity change, negative = inhibition, usual class: inhibitors. HEK-293 ATXN2-luciferase reporter, luminescence, 24 h; note: potency is the fitted concentration of half-maximal effect; % is set by controls: 0 for no effect and ±100 for the full control effect; nearly all actives have a fitted effect of over 55% in size
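qHTS (up to 57 uM final) was run with 24 h compound exposure of reporter cells at 37 °C. Each well was multiplexed: SteadyGlo luminescence measured ATXN2-luciferase expression after a fluorogenic Gly-Phe-AFC viability readout (25 uM final).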
IL-1B inflam inh: inflammasome signaling inhibition, IL-1 beta readout. THP-1 LPS/ATP IL-1B secretion, AlphaLISA, 16 h; hits give low values. activity change, % at 57.5 µM. 4.7% of 360,000 active. AID 743279; in the data active = activity change below about -50%; inconclusive = mostly about -30% to -49%; note: % is set by controls: 0 for no effect and ±100 for the full control effect
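Secreted IL-1B measured by AlphaLISA bead assay after 16 h compound exposure of THP-1 cells; compounds (final up to 57.5 uM) added 1 h before LPS (250 ng/mL) and ATP (1.25 mM) stimulation; lower signal means less secretion.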
MCF10A rereplic: inducers of DNA re-replication in MCF 10A breast cells; 2.9% of 350,000 active; AID 624296; Potency, µM (highest dose often 46.1 µM), for inactives: top-dose activity, positive = re-replication, most hits filed as activators; MCF 10A DNA re-replication, Hoechst nuclear intensity, 48 h; note: potency is the fitted concentration of half-maximal effect; % of control where 0% means no effect; nearly all actives have a fitted effect of over 50% in size
Numbers without * were called inactive; i = inactive; u = inconclusive; x = no result given; & = joins results of further samples; [ ] = remark or other dose. Unless noted, calls come from the whole dose curve; as a rule, active = well fitted curve in the direction sought with a large enough effect; inconclusive = small, poorly fitted or top-dose-only effect, or another doubt; inactive = no such curve, though single readings can be large; an effect the other way counts as inactive or inconclusive.

SMILES	HT1080-NT tox	KB-3-1 tox	SW480 rereplic	HepG2 viability	HT1080 IDH1KD tx	S2 tox	ATXN2 expr inh	IL-1B inflam inh	MCF10A rereplic
COc1ccc(OC(=O)c2cccc(S(=O)(=O)N3CCCC3)c2)cc1	-3%	5%	-5%	3%	-1%	i	-9%	1	29%
NC(=O)c1ccc(-c2nnn(CC(=O)N(C3CCCC3)C3CCS(=O)(=O)C3)n2)cc1 (stereo unspecified)	2%[9.24 µM]	9%	2%	6%	0%	i	1%	-5	-4%
CCOC(=O)c1cc2sccc2n1CC(=O)Nc1ccc(OC)c(OC)c1	1%	8%	-5%	-4%	u	i	4%	0	-7%
Cc1ccc(-c2c(C(=O)Nc3ccc(F)c(F)c3)oc(=O)c3ccccc23)cc1	x	-1%	x	-33%	x	i	5%	x	x
Cc1ccccc1C(=O)NCC(=O)N1CCN(c2ccccn2)CC1	10%	-5%	-4%	-11%	11%	i	-5%	0	0%
O=C1[C@H]2[C@@H](/C=C/c3ccccc3)N3C(=O)CN(CCO)C(=O)[C@@]3(Cc3ccccc3)[C@H]2C(=O)N1c1ccccc1	-2%	10%	-21%	-13%	-2%	i	-12%	7	-17%
Brc1ccc(COn2ccnc2)cc1	3%	-9%	u	-30%	1%	i	x	13	9%
CN(C)S(=O)(=O)c1cccc(NC(=O)CO/N=C(\N)c2ccccc2)c1	0%	0%	-7%	6%	-1%	i	0%	4	7%
COc1cc(NC(=O)N2CCc3c(sc4c3CCCC4)C2c2ccccc2)cc(OC)c1OC (stereo unspecified)	x	0%	x	3%	x	i	8%	x	x
O=C(CSc1ccccc1C(=O)O)NCC1CCCCC1	0%	2%	-4%	25%	-1%	i	9%	0	-2%
Cc1nc2ccc(NC(=O)c3cccs3)cc2c(=O)n1Cc1ccc(Cl)cc1	6.3µM*	u	1%	-30%	u	u	14µM*	-92*	17%
Cc1cc(C)nc(NC(=O)COc2cc(Cl)cc(Cl)c2)n1	15%	3%	-4%	-9%	-1%	i	-4%	-8	-1%
O=C(COc1ccc2c3c(c(=O)oc2c1)CCCC3)N[C@@H](Cc1ccccc1)C(=O)O	9%	0%	-2%	-4%	9%	i	4%	-15	-3%
Cc1cc(O)ccc1NC(=O)Cc1cccc2ccccc12	0%	-8%	9%	-1%	-16%	i	-20%	12	3%
O=C(NC(=S)Nc1ccc(CN2CCCCC2)cc1)c1ccco1	0%	-7%	9%	-2%	1%	i	8%	-5	u
COc1ccccc1C(=O)COC(=O)Cc1ccccc1F	-9%	-2%	-2%	-42%	-5%	i	15%	2	-6%
CCCN(C(=O)c1ccc(N2CCCC2=O)cc1)c1c(N)n(Cc2ccccc2)c(=O)[nH]c1=O	-2%	5%	-1%	-9%	3%	i	-2%	2	9%
CCOC(=O)CSc1nnc(Cn2c(=O)sc3ccccc32)n1C	15%	3%	-5%	4%	10%	i	2%	-5	-3%
CC(=O)Nc1ccc(NC(=O)CSc2nc3nc(C)cc(C)c3c(=O)[nH]2)cc1	2%	-5%	4%	1%	0%	i	17%	32	-3%
CCOc1cc(CNCc2ccccn2)cc(Cl)c1OC	5%	-3%	-1%	-11%	4%	i	7%[11.3 µM]	3	-1%
O=C(N/N=C/c1ccc([N+](=O)[O-])o1)C1CC1	-13%	-20%	u	-89%	u	u	x	13	11%
COC(=O)c1ccc(C2Nc3cccc4cccc(c34)N2)cc1	-5%	1%	3%	-2%	-25%	i	1%	6	20%
COc1ccccc1N1CCN(S(=O)(=O)c2cccs2)CC1	0%[9.24 µM]	-21%	-4%	-10%	1%	i	2%	-12	20%
CCc1ccc(S(=O)(=O)Nc2ccc(-c3ccc4nnc(C)n4n3)cc2)s1	-15%	-10%	x	-11%	-14%	i	x	48	x
O=C(COC(=O)c1cc([N+](=O)[O-])ccc1N1CCOCC1)NCCc1ccccc1	1%	9%	1%	-1%	5%	i	-7%	-4	3%
CC(C)(C)c1ccc(N2C(=O)Cc3c2nc(N)c(C#N)c3N)cc1	-18%	0%	-25%	-19%	-15%	x	x	24	1%
COc1ccc(S(=O)(=O)NCCc2csc(C)n2)cc1C	0%	0%	-35%	-6%	0%	i	0%	-1	-13%
CC(=O)NCc1ccc(S(=O)(=O)NC2CCN(Cc3ccccc3)CC2)cc1	20%	0%	3%	-3%	26%	i	0%	-9	-5%
Cc1cc(OCC(=O)Nc2ccncc2)cc(C)c1Br	-23%	u	0%	-1%	10µM*	i	-21%	-50*	7%
COc1ccc(OC)c(NC(=O)CCNS(=O)(=O)c2cc(Br)cnc2N)c1	-9%	-29%	24%	1%	0%	i	-14%	-7	1%
O=C(CNC(=O)C1CC(=O)N(c2cccc3ccccc23)C1)Nc1ccccc1Br (stereo unspecified)	-7%	-7%	u	2%	6%	i	-1%	9	2%
N#Cc1cccn1-c1nccc(-c2cccs2)n1	-30%	-4%	u	-34%	-19%	i	0%	-8	5%
O=C(O)Cc1ccc(S(=O)(=O)N2CCCC2)s1	1%	9%	-6%	1%	0%	i	6%	18	0%
CCOc1ccc(NC(=O)C(=O)NCCN2CCN(S(=O)(=O)c3ccccc3)CC2)cc1	10%	7%	-3%	2%	u	i	-11%	22	1%
C=CCC(CC=C)(NC(=O)c1ccccc1C(=O)O)c1ccccc1	11%	9%	-2%	-3%	18%	i	-20%	21	-5%
O=C(CSc1nnnn1-c1ccc(O)cc1)NC1CCCCC1	12%	7%	-2%	-4%	0%	i	1%	-1	u
CCOc1ccc(S(=O)(=O)N(CC(=O)N2CCC(C(N)=O)CC2)c2ccc(F)cc2)cc1	-4%	4%	-1%	1%	-13%	i	5%	-9	6%
O=C(CSC(=S)N1CCCC1)N1CCN(S(=O)(=O)c2ccccc2F)CC1	2%	2%	-3%	-15%	9%	i	8%	-15	2%
O=C(CN1CCN(Cc2ccc3c(c2)OCO3)CC1)Nc1ccc2c(c1)OCO2	-2%	-3%	1%	-5%	1%	i	-12%	-10	-4%
CCc1nnc(NC(=O)CC(=O)Nc2ccccc2C(=O)O)s1	10%	6%	-4%	0%	16%	i	-26%	13	-5%
C=CCOC(=O)CCC(=O)Nc1cc(OC)nc(OC)n1	-4%[9.24 µM]	-17%	0%	-5%	-4%	i	-7%	-7	0%
Cc1ccc(/C=C(\C#N)C(=O)NCc2ccco2)o1	14%	9%	-1%	-1%	1%	u	-3%	-16	-5%
COC(=O)c1ccc(NC(=S)N2CCN(Cc3ccccc3)CC2)cc1	0%	4%	-3%	-10%	-12%	i	-1%	11	3%
Cc1ccc(C(C(=O)NCc2ccccc2)N(Cc2ccco2)C(=O)c2snc(C(N)=O)c2N)o1 (stereo unspecified)	-3%	-5%	-1%	-6%	-1%	i	-1%	14	u
COc1ccc(SC[C@H](Cc2ccccc2)N2CC[C@@H](C)CCC2=O)cc1	-3%	-21%&-27%	-9%	-45%&-21%	-21%	u	u	-6	2%
O=C(CCOc1ccccc1)Nc1ccnn1C1CCN(CCc2ccccc2)CC1	-6%	22%	1%	-2%	-2%	i	-7%	-52*	5%
CCCS(=O)(=O)N1CCN(C(=O)c2cccnc2)CC1	15%	0%	-11%	-1%	13%	i	5%	-2	-1%
O=C(CCN1C(=O)/C(=C/c2ccc(F)cc2)SC1=S)NNC(=O)c1cccnc1	-1%	-2%	-2%	-2%	-10%	u	1%	0	0%
O=C(Cc1ncn[nH]1)NCCc1ccccc1	12%	-2%	1%	1%	9%	i	5%	-1	0%
CCN(CC)S(=O)(=O)c1cc(Br)c(C)cc1OC	1%	1%	-5%	6%	-6%	i	-11%	10	9%
O=C1c2sc3nc4ccccc4n3c2C(=O)N1c1ccccc1Cl	-16%	0%	-2%[9.22 µM]	-28%	-30%	i	9%	u	u
O=C(Cc1ccc2c(c1)CCCC2)Nc1ccccc1Cl	-2%	5%	11%	-8%	9%	i	30%	u	29%
COc1ccc(-c2ccc(C(C)=O)cc2)cc1[C@H]1[C@@H]2C=CCC[C@@]2(C)C(=O)N1Cc1ccccc1	u	u	-16%[9.22 µM]	-4%	-11%	i	-15%	u	25%

9 entries from above, reformatted.
Structure,HT1080-NT tox,KB-3-1 tox,SW480 rereplic,HepG2 viability,HT1080 IDH1KD tx,S2 tox,ATXN2 expr inh,IL-1B inflam inh,MCF10A rereplic
Cc1cc(C)nc(NC(=O)COc2cc(Cl)cc(Cl)c2)n1,15%,3%,-4%,-9%,-1%,i,-4%,-8,-1%
O=C(COc1ccc2c3c(c(=O)oc2c1)CCCC3)N[C@@H](Cc1ccccc1)C(=O)O,9%,0%,-2%,-4%,9%,i,4%,-15,-3%
Cc1cc(O)ccc1NC(=O)Cc1cccc2ccccc12,0%,-8%,9%,-1%,-16%,i,-20%,12,3%
O=C(NC(=S)Nc1ccc(CN2CCCCC2)cc1)c1ccco1,0%,-7%,9%,-2%,1%,i,8%,-5,u
COc1ccccc1C(=O)COC(=O)Cc1ccccc1F,-9%,-2%,-2%,-42%,-5%,i,15%,2,-6%
CCCN(C(=O)c1ccc(N2CCCC2=O)cc1)c1c(N)n(Cc2ccccc2)c(=O)[nH]c1=O,-2%,5%,-1%,-9%,3%,i,-2%,2,9%
CCOC(=O)CSc1nnc(Cn2c(=O)sc3ccccc32)n1C,15%,3%,-5%,4%,10%,i,2%,-5,-3%
CC(=O)Nc1ccc(NC(=O)CSc2nc3nc(C)cc(C)c3c(=O)[nH]2)cc1,2%,-5%,4%,1%,0%,i,17%,32,-3%
CCOc1cc(CNCc2ccccn2)cc(Cl)c1OC,5%,-3%,-1%,-11%,4%,i,7%[11.3 µM],3,-1%

Compounds were not picked by outcome, and some 8.9% of all compounds hit somewhere here.
